Source: PubChem BioAssay
OX1R antagonist = OX1R (HCRTR1) antagonists, primary screen, fluorescence, CHO/OX1R cells, Fluo-8 calcium, orexin A | Orexin/Hypocretin receptor type 1 (Homo sapiens), O43613 | Fluo-8 calcium fluorescence | inhibition, % at 5 µM | 0.43% of 330,000 active;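 active = inhibition above its plate's threshold, mean inhibition of all tested compounds on the plate plus 3 SD, cut at about 37% in these data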;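 note: 0% = orexin A challenge wells and 100% = SB-334867-A antagonist wells; not every result past the cut was called active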
Target sequence (O43613 whole entry, looked up): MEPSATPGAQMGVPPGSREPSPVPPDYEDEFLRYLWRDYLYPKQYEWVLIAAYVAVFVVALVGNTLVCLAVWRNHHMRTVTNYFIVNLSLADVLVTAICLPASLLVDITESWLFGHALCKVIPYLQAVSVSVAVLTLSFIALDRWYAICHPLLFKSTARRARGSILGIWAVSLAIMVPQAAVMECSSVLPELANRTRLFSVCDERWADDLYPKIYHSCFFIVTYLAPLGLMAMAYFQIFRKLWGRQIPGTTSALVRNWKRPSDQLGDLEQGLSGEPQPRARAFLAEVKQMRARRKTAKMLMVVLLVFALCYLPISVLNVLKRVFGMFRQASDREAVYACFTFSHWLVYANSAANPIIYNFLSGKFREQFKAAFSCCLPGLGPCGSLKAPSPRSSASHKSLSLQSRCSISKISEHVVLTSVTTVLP
CHT allo act = CHT positive allosteric modulators, primary screen, cell-based, membrane potential dye, choline EC20 | AID 488977, 2010 | High affinity choline transporter 1 (Homo sapiens), Q9GZV3 | 0.49% of 310,000 active | B-score at 10 µM | CHT-expressing cells; stronger effect = higher value; LV-AA mutant CHT in HEK293 cells;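 active = initial fluorescence not abnormally high and integrated response B-score, plate-corrected, over 3 SD above library mean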
Target sequence (Q9GZV3 whole entry, looked up): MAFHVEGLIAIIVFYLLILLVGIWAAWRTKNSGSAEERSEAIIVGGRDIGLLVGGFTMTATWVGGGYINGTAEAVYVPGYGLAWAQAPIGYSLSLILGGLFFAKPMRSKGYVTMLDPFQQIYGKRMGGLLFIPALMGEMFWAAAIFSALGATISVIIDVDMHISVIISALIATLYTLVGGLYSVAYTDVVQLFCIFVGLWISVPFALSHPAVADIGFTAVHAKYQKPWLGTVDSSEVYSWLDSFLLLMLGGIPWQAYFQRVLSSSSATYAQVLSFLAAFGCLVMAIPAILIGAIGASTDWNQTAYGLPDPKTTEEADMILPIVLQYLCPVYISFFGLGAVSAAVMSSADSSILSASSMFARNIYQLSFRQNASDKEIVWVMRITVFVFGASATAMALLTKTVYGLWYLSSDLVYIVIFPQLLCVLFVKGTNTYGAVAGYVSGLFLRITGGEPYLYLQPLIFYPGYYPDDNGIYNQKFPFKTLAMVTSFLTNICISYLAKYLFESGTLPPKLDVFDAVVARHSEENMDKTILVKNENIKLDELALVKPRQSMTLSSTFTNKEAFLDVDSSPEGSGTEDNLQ
Numbers without * were called inactive; i = inactive; x = not tested or not shown.

Every second line gives: OX1R antagonist, CHT allo act
O=C(Cn1c(NCCCO)nc2ccccc21)c1ccc(F)cc1
    -4.2, i
Cc1ccc(S(=O)(=O)NCCCNC(=O)N2CCOCC2)cc1
    6.6, i
Cc1ccnc(NC(=O)CCC(=O)N(CC(=O)NCc2ccccc2)c2ccc3c(c2)OCO3)c1
    -22.6, i
O=C(NNc1c([N+](=O)[O-])cc(C(F)(F)F)cc1[N+](=O)[O-])c1ccco1
    5.5, i
COc1cccc(-n2c(N)cc(=O)nc2SCC(=O)Nc2cc(C)on2)c1
    -13.4, i
CCCc1nc2ccccc2c(=O)n1NC(=O)c1c(O)c2ccccc2n(C)c1=O
    -17.4, i
COc1ccc(S(=O)(=O)N2CCC(C(=O)N3CCN(C)CC3)CC2)cc1OC
    -1.7, i
CC1CN=C(NC(=O)c2cccc([N+](=O)[O-])c2)S1 (stereo not drawn)
    8.8, i
C/C(=N/OC(=O)c1c(-c2c(Cl)cccc2Cl)noc1C)c1cnccn1
    -10.9, i
O=C(O)c1sc2cccc(Cl)c2c1Cl
    -3.9, i

Further entries:
Every second line gives: OX1R antagonist, CHT allo act
Cc1c(N=C2N=C(NC(=O)c3cccs3)c3ccccc32)c(=O)n(-c2ccccc2)n1C
    -15.3, i
O=C(COc1ncnc2ccccc12)Nc1cc(S(=O)(=O)N2CCOCC2)ccc1Cl
    -17.5, i
COc1ccc(S(=O)(=O)N(CCC#N)Cc2ccco2)cc1OC
    -5.9, i
O=S1(=O)C=C(Oc2ccc3ccccc3c2)c2ccccc21
    -9.8, i
COc1cccc(NC(=O)NNS(=O)(=O)c2ccc(OC)cc2OC)c1
    x, i
CCOc1ccccc1NC(=O)CSCC(=O)Nc1ccccc1
    -1.9, i
O=C(NCCCN1CCOCC1)c1sc2ccccc2c1Cl
    -22.7, i
Clc1ccc(Nc2ncn[nH]2)cc1
    11.2, i
COC(CNC(=O)c1ccc2c(=O)n(Cc3ccc(Cl)cc3)c(=S)[nH]c2c1)OC
    x, i
CC(=O)c1cnc(SCc2ccc(Cl)cc2)nc1C
    -6.5, i

Continued:
Every second line gives: OX1R antagonist, CHT allo act
COC(=O)Cc1c(C)nc2nc(NCc3ccccc3OC)[nH]n2c1=O
    -4.6, i
CCN(Cc1cc2cc(C)ccc2[nH]c1=O)C(=O)c1cccc([N+](=O)[O-])c1
    -37.1, i
CCC(c1nnnn1CCc1ccccc1)N(Cc1ccco1)Cc1cc2c(C)ccc(C)c2[nH]c1=O (stereo not drawn)
    -17.3, i
O=C(CCc1nc(-c2ccccc2)no1)NCc1ccco1
    -21.1, i
COc1ccc(NC(=O)C23CC4CC(C2)CC(c2ccc(C)cc2)(C4)C3)cc1
    -38.4, i
CCN1C(=O)[C@H]2[C@@H](c3ccc(Cl)cc3)N3C(=O)CN(Cc4ccccc4)C(=O)[C@@]3(C)[C@H]2C1=O
    -23.5, i
CCCCNc1nc2sc3c(c2c(=O)n1-c1cccc(Cl)c1)CCN(C)C3
    -26.6, i
COc1cccc(CN(C)C(=O)c2ccccc2Sc2ccccc2C#N)c1OC
    x, i
COc1ccc([N+](=O)[O-])cc1NC(=S)NC(C)=O
    -12.8, i
Cc1ccc(NC(=O)CCCSc2ccccc2)cc1S(=O)(=O)N1CCOCC1
    -12.9, i

(next part)
Every second line gives: OX1R antagonist, CHT allo act
COc1ccc(OCC(=O)N/N=c2\oc3c(OC)cccc3cc2C(N)=O)cc1
    -3.8, i
COc1ccc(S(N)(=O)=O)cc1-c1nnc2c3ccccc3c(C)nn12
    0.3, i
CCOCCCn1c(=N)c(S(=O)(=O)c2ccc(C)cc2)cc2c(=O)n3cc(C)ccc3nc21
    -15.2, i
COc1ccc(C(=O)N2CC(c3ccccc3)CC2=O)cc1 (stereo not drawn)
    -17.1, i
CC[C@]12c3[nH]c4cc(-c5ccco5)ccc4c3CCN1C(=O)[C@@H](CC(=O)NCc1cccc(C(F)(F)F)c1)C[C@@H]2C(=O)N1CCN(C(=O)c2ccco2)CC1
    18.4, x
COc1ccc(-n2ccnc2SCC(=O)Nc2ccc(OC)cc2OC)cc1
    -13.8, i
Cc1cc(=O)[nH]c(SCC(=O)c2ccc(F)c(C)c2)n1
    -1.4, i
O=C(CN1C(=O)c2ccccc2C1=O)NCc1ccccn1
    -10.7, i
COc1ccc(C(CC(=O)O)NC(=O)COc2ccccc2)cc1 (stereo not drawn)
    -3.8, i
Cc1nn(Cc2noc(C(=O)NCc3ccccn3)n2)c(C)c1Br
    -17.7, i

Going on with the list.
Every second line gives: OX1R antagonist, CHT allo act
Nc1ccc(C(=O)Nc2cccc3ncccc23)cc1
    0.3, i
Cc1c(C(=O)OC/C(O)=C(\C#N)c2nc3ccccc3[nH]2)oc2ccc(Br)cc12
    -2.8, i
Cc1c(NC(=O)c2cc(-c3ccc(Cl)cc3)on2)c(=O)n(-c2ccccc2)n1C
    -38.3, i
N#Cc1ccc(N2CCCC2C(=O)O)c([N+](=O)[O-])c1 (stereo not drawn)
    0.6, i
CC(C)c1ccc(NC(=S)Nc2ccc3[nH]c(=O)[nH]c3c2)cc1
    -9.4, i
O=c1c2ccccc2nc(CSc2nnnn2-c2ccccc2)n1-c1ccccc1Cl
    -30.1, i
Nc1ccc(N2CCN(c3ccccc3)CC2)c(F)c1
    -0.9, i
COc1cc(C(=O)NNC(=O)c2cc(=O)[nH]c3ccccc23)cc(OC)c1OC
    -5.2, i
CN(CC(=O)Nc1ccccc1C(F)(F)F)C(=O)c1cccc(-n2cccc2)c1
    -15.0, i
OCCC1CN(Cc2cc3c(cc2Cl)OCO3)CCN1C1CCCCC1 (stereo not drawn)
    -27.7, i

5 entries from above, ordered by the number in OX1R antagonist, smallest number first:
| Structure | OX1R antagonist |
| --- | --- |
| CCN(Cc1cc2cc(C)ccc2[nH]c1=O)C(=O)c1cccc([N+](=O)[O-])c1 | -37.1 |
| COc1ccc(-n2ccnc2SCC(=O)Nc2ccc(OC)cc2OC)cc1 | -13.8 |
| COc1ccc([N+](=O)[O-])cc1NC(=S)NC(C)=O | -12.8 |
| CC(C)c1ccc(NC(=S)Nc2ccc3[nH]c(=O)[nH]c3c2)cc1 | -9.4 |
| O=C(Cn1c(NCCCO)nc2ccccc21)c1ccc(F)cc1 | -4.2 |

(next part)
Every second line gives: OX1R antagonist, CHT allo act
COc1cc(C)c(CNC2CCCCC2)cc1C
    -24.7, i
FC(F)(F)c1ccc(Oc2ccc(Cl)cc2Br)nc1
    -5.6, i
CN(CC(=O)Nc1ccc(F)cc1)C(=O)COC(=O)c1cc([N+](=O)[O-])ccc1N1CCOCC1
    -31.5, i
COc1ccc(-c2csc(COC(=O)C(C)(C)C)n2)cc1
    -15.1, i
COC(=O)c1sccc1NC(=O)Nc1cccc(F)c1
    -17.7, i
CCCCn1c(N)c(N(CCOC)C(=O)C(C)N2C(=O)c3ccccc3C2=O)c(=O)[nH]c1=O (stereo not drawn)
    5.1, i
Cc1[nH]c(=S)[nH]c(=O)c1CCOc1ccccc1
    -10.9, i
CCN(CC(=O)Nc1ccc(NC(C)=O)cc1)C(=O)C1CCCC1
    -1.7, x
CCCCn1cnc(C(=O)OCC)c1N
    10.0, i
CC(C)C(=O)Nc1ccc(NC(=O)c2ccc3c(c2)OCO3)cc1
    -15.3, i

Next part
Every second line gives: OX1R antagonist, CHT allo act
COc1cccc(NC(=O)C(=O)N/N=C/c2ccc3c(c2)OCO3)c1
    -7.6, i
O=C(c1ccc(F)cc1)N1CCN(Cc2ccccc2)CC1
    -2.5, i
CCn1ncc(S(=O)(=O)N2CCN(c3cccc(OC)c3)CC2)c1C
    -8.7, i
COc1ccc(Br)c(-c2nnc(CS(=O)(=O)c3ccccc3)o2)c1
    -18.1, i
Cc1cccc(NC(=O)NCC(F)(F)F)n1
    6.2, i
O=C(NCCc1ccccc1)[C@@H]1CC=C[C@@H]2CCN(C3CCCCC3)C(=O)[C@@H]21
    -17.4, i
O=[N+]([O-])c1ccc(N(CC2CO2)S(=O)(=O)c2ccccc2)cc1 (stereo not drawn)
    -11.8, i
CCc1ccc(OCC(=O)Nc2ccc(-c3nc4ccccc4o3)c(O)c2)cc1
    -7.6, i
Cc1nc(SCC(=O)NC2CCS(=O)(=O)C2)c2c3c(sc2n1)CCC3 (stereo not drawn)
    -17.2, x
C=CCN1C=C/C(=C\C=C(C#N)C#N)c2ccccc21
    4.1, i

Additional records.
Every second line gives: OX1R antagonist, CHT allo act
Cc1c(Cl)cccc1NC(=O)C1CCN(c2cnccn2)CC1
    -19.4, i
O=S(=O)(NCCc1ccccn1)c1ccc(F)c(F)c1
    -11.3, i
O=C(Nc1cccc(Cl)c1N1CCCCC1)c1ccc(N2CCOCC2)c([N+](=O)[O-])c1
    -16.0, i
CCC(C)N=C1SCC(C)(/C=N/O)S1 (stereo not drawn)
    -20.7, i
COc1ccc(C(C(=O)NCC2CCCO2)N(C(=O)CNC(=O)c2cccs2)c2ccc(NC(C)=O)cc2)cc1OC (stereo not drawn)
    -20.5, i
CC1CN(C(=O)C(C)Sc2nnnn2C)CC(C)O1 (stereo not drawn)
    9.3, i
COc1cccc(CN2CCCC(CNC(=O)c3ccc(F)cc3)C2)c1OC (stereo not drawn)
    -26.8, i
N/C(=N\c1nc2ccccc2o1)NC(=O)c1cccc(Br)c1
    -23.8, i
C=CCN(C(=O)CCC(=O)Nc1cc(C)on1)C(C(=O)NC(C)(C)C)c1cccc(OC)c1OC (stereo not drawn)
    -20.2, i
CCn1c(SCC(=O)NCc2ccccc2)nnc1C(CO)NC(=O)c1ccccc1 (stereo not drawn)
    -11.8, i

Compound profiles, from the list above:
Profile of `Cc1c(Cl)cccc1NC(=O)C1CCN(c2cnccn2)CC1` → OX1R antagonist: -19.4; CHT allo act: i
Profile of `O=C(Nc1cccc(Cl)c1N1CCCCC1)c1ccc(N2CCOCC2)c([N+](=O)[O-])c1` → OX1R antagonist: -16.0; CHT allo act: i

New compounds follow
Every second line gives: OX1R antagonist, CHT allo act
Cn1c(=O)c2c(SCC(=O)NCCc3ccccc3)nc(C3CC3)nc2n(C)c1=O
    -21.5, i
CCc1cc2ccc(OC)cc2nc1SCC(=O)NNC(=O)c1ccco1
    -18.3, i
N/C(=N\OC(=O)c1ccccc1)c1ccccn1
    5.2, i
O=C(COc1cccnc1[N+](=O)[O-])NCc1cccs1
    -9.9, i
COc1ccc(N2CCN(Cc3nc4scc(-c5cccs5)c4c(=O)[nH]3)CC2)cc1
    -12.5, i
CCCn1nnnc1NCc1ccc(Cl)cc1Cl
    -16.4, i
Cc1ccc(C2(c3ccccc3)NC(=O)N(CC(=O)NC3CCS(=O)(=O)C3)C2=O)cc1C (stereo not drawn)
    1.8, x
CCOC(=O)C1CCN(c2c(N3CCCCCC3)c(=O)c2=O)CC1
    -18.8, i
Cc1ccc(C)c(NC(=O)c2ccc[n+](Cc3ccc([N+](=O)[O-])cc3)c2)c1
    -11.9, i
CC(=O)CC1(O)C(=O)N(Cc2ccccc2)c2ccccc21 (stereo not drawn)
    -7.3, i

The list continues:
Every second line gives: OX1R antagonist, CHT allo act
O=C(c1ccc(Cl)c(S(=O)(=O)N2CCCCCC2)c1)N1CCN(c2ccc(O)cc2)CC1
    -8.9, x
N#CCn1cc(/C=N/NC(=O)c2cc3c(ccc4ccccc43)o2)c2ccccc21
    9.3, i
Cc1nn2c(=S)[nH]nc2[nH]c1=O
    11.2, i
O=C(c1cccc(C(F)(F)F)c1)C1CCCN(C(=O)c2cc(C3CC3)[nH]n2)C1 (stereo not drawn)
    -22.1, i
Cc1ccc(NC(=O)c2ccc(Cl)cc2[N+](=O)[O-])nc1
    6.5, i
COc1ccc(CC(=O)OCC(=O)Nc2c(C)n(C)n(-c3ccccc3)c2=O)cc1
    -13.1, i
COc1ccc(NC(=O)c2ccc(S(=O)(=O)N(C)C)cc2)cc1
    -14.5, i
COC(=O)c1ccc(COc2ccccc2[N+](=O)[O-])o1
    -14.8, i
COc1cc2ccccc2cc1C(=O)N/N=C/c1cccnc1
    -14.4, i
CCCCCCNC(=O)Cc1c(O)c2ccccc2[nH]c1=O
    -9.3, i

Additional compounds.
Every second line gives: OX1R antagonist, CHT allo act
Cc1cc2nnc(SCC(=O)Nc3cccc(S(=O)(=O)N4CCOCC4)c3)n2c2ccccc12
    -20.3, i
CCN(CC)S(=O)(=O)c1ccc(Cl)c(NC2=NCCCCC2)c1
    -18.2, i
CN(C(=O)CSc1ncn[nH]1)C1(C#N)CCCCC1
    -3.5, x
C#CCNC(=O)C1=C[C@H](c2ccc(C(F)(F)F)cc2)C[C@H](OCCCCO)O1
    -13.8, i
Fc1ccc(Cn2ccc(-c3cnc(-c4ccccc4)s3)n2)cc1
    -13.2, i
O=S(=O)(c1cccc2ccccc12)n1nnc2ccccc21
    -7.2, i
CCOC(=O)C1=NOC(C(=O)NN(C)c2ncc(C(F)(F)F)cc2Cl)C1 (stereo not drawn)
    -20.1, i
O=c1c2c([nH]n1-c1ccccc1)CCSC2
    -10.1, i
Cc1ccc(-n2c(=O)cc(N3CCN(Cc4ccccc4)CC3)[nH]c2=O)cc1
    -11.1, i
O=C(COC(=O)c1ccccc1O)NCc1ccccc1Cl
    -8.3, x

(more compounds)
Every second line gives: OX1R antagonist, CHT allo act
COc1ccccc1NC(=O)C1CCN(C(=O)C2CC(=O)N(c3ccc(C)cc3)C2)CC1 (stereo not drawn)
    4.6, i
COc1ccc(NC(=O)C2=NN(c3ccccc3)C(=O)CC2)cn1
    -12.7, x
O=C1N[C@@H](c2ccccc2)COC(=O)[C@@H](Cc2ccc(F)cc2)C/C=C\C[C@@H]1CC(=O)N(CCO)Cc1ccccc1
    58.0, x
CC(C)CCN(C(=S)Nc1cccc(C(F)(F)F)c1)C(C)c1ccccn1 (stereo not drawn)
    -8.9, i
C[C@H](CO)N1C[C@H](C)[C@@H](CN(C)C(=O)NC2CCCCC2)Oc2c(NS(=O)(=O)c3cn(C)cn3)cccc2C1=O
    -10.2, x
CCC(=O)N1CCc2cc(Br)cc(S(=O)(=O)N(C)c3ccc(OC)cc3)c21
    2.9, i
